# Source: PubChem
# SENP8 block – human SENP8 protease inhibitors, primary screen, biochemical, fluorescence, Nedd8 protein substrate, uHTS | 0.64% of 360,000 active | inhibition, % at 20 µM | AID 602440, 2012 | recombinant SENP8; in the data active = inhibition mostly above about 40%, no sharp cut-off; inactive = mostly below about 27%
# Target sequence (Q96LD8 whole entry, looked up): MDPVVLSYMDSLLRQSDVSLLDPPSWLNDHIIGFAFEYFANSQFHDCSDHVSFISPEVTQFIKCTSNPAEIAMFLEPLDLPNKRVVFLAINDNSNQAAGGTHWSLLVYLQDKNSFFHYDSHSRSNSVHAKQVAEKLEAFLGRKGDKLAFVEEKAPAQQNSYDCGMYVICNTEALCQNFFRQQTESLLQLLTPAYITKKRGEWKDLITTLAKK
# SENP7 block – SENP7 protease inhibitors, primary screen, biochemical, luminescence, uHTS; inhibition, % at 5 µM; 1.5% of 330,000 active; recombinant SENP7, Z-RLRGG-aminoluciferin luminescence, 40 min; Sentrin-specific protease 7 (Homo sapiens), Q9BQF6;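 active = inhibition above about 50% at the single test dose, limit read from the data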;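 also: plate controls were DMSO with enzyme for no effect and no enzyme buffer wells for full effect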
# Target sequence (Q9BQF6 706-1050 limits assumed): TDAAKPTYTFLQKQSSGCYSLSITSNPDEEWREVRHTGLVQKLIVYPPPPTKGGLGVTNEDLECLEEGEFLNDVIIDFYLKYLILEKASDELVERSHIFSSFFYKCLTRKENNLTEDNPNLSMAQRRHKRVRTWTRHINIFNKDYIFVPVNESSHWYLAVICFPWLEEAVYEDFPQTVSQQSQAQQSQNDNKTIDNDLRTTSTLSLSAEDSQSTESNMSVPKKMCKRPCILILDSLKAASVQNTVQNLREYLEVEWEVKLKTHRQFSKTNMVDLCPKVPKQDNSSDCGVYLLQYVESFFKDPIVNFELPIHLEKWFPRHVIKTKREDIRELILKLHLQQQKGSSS
# NR3A LBD binder – binders of NR3A ligand-binding domain, primary screen, biophysical, differential scanning fluorimetry, uHTS; Glutamate receptor ionotropic, NMDA 3A (GRIN3A) ligand-binding domain; NR3A LBD differential scanning fluorimetry, Tm shift; 0% = protein alone, 100% = glycine-bound protein; Tm shift relative to glycine control, % at 25 µM; 2.5% of 340,000 active;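 active = melting temperature shift of at least 10% of the positive control shift, at one fixed dose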
# ATG4B inh – ATG4B protease inhibitors, primary screen, biochemical, fluorescence, uHTS. 0.51% of 340,000 active. ATG4B cleavage of LC3-PLA2, NBD-HPC fluorescence, 1 h. AID 504462, 2011. inhibition, % at 8.33 µM; in the data active = inhibition above about 40%
# PfGluPho inh – PfG6PD enzyme inhibitors, primary screen, biochemical, fluorescence intensity, uHTS; glucose-6-phosphate dehydrogenase-6-phosphogluconolactonase (Plasmodium falciparum 3D7); PfGluPho enzyme, NADPH resazurin-diaphorase fluorescence; inhibition, % at 20 µM; 0.78% of 350,000 active; AID 504690, 2011;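 active = inhibition reaching at least a set limit at 20 µM in the primary screen, cut at about 59% in these data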;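 also: 0% = DMSO wells with substrate and 100% = DMSO wells lacking glucose-6-phosphate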
# MPTP inh – mitochondrial permeability transition pore inhibitors, primary screen, biochemical, isolated mouse mitochondria, absorbance | Ca2+ swelling absorbance, 30 min | inhibition, % at 10 µM | 1.4% of 360,000 active;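 active = inhibition of 50% or more, scaled per plate between neutral and stimulator controls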;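 also: 0% = DMSO wells given calcium and 100% = 1 mM EGTA wells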
# SENP6 block – SENP6 protease inhibitors, primary screen, biochemical, luminescence, uHTS; Sentrin-specific protease 6 (Homo sapiens), Q9GZR1; Recombinant SENP6 catalytic domain, aminoluciferin luminescence; inhibition, % at 10 µM; 1.8% of 330,000 active;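 active = inhibition above about 50% at the single tested dose, limit read from the data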;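 also: plate controls were DMSO wells with enzyme for no effect and DMSO wells lacking enzyme for full effect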
# Target sequence (Q9GZR1 628-1112 limits assumed): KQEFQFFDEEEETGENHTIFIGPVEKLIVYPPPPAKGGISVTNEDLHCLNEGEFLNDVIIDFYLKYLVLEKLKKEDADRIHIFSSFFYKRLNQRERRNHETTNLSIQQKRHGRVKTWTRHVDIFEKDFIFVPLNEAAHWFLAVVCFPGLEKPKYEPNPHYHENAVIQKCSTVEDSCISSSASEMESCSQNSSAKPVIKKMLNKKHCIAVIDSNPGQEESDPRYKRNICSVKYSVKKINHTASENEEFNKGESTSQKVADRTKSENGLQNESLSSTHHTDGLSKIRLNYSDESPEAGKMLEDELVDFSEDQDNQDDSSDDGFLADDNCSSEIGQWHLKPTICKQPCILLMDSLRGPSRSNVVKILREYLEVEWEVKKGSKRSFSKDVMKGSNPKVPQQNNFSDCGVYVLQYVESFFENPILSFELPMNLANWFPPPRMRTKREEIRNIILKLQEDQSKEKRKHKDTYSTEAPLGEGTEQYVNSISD
# HKDC1 inhibitor – HKDC1 hexokinase inhibitors, primary screen, biochemical, fluorescence, uHTS; 0.16% of 340,000 active; Q2TB90; recombinant HKDC1, G6PDH/diaphorase resazurin coupled fluorescence; inhibition, % at 20 µM;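 active = inhibition above about 35% when tested at 20 µM, limit read from the data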;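 also: plate controls were DMSO wells with enzyme for no effect and DMSO wells lacking enzyme for full effect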
#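 System: Recombinant HKDC1 hexokinase | Amount: HKDC1 at 5 µg/mL | Reagent: Glucose with 1 mM ATP | Doses: Single 20 µM dose | Incubation: Reaction time 90 min, room temperature, protected from light | Signal: Coupled resazurin fluorescence, excitation 525 nm, emission 613 nm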
# Starred values were filed as active, the others as inactive; / = no result given.
SMILES,SENP8 block,SENP7 block,NR3A LBD binder,ATG4B inh,PfGluPho inh,MPTP inh,SENP6 block,HKDC1 inhibitor
C=CCn1c(SCC(=O)N(CCC)C2CCS(=O)(=O)C2)nnc1-c1ccccc1OC (stereo unspecified),17,9,4,4,14,-0.4,-10,-8
S=C(NCCc1ccccc1)N1CCN(Cc2ccccc2)CC1,10,4,-1,5,-6,0.5,-26,-4
COc1ccc2[nH]cc(S(=O)(=O)c3ccc(C)cc3)c2c1,-6,9,-5,-10,11,-0.1,-23,1
Cc1ccc(-c2nc(CS(=O)CC(=O)NCc3ccco3)c(C)o2)cc1 (stereo unspecified),3,13,-2,-2,-12,1.5,13,-2
c1coc(CN=C2NC(=NCc3ccco3)c3ccccc32)c1,4,1,1,-4,0,4.8,-25,-7
CCOC(=O)c1cc2occc2n1CCCN1C(=O)c2ccccc2C1=O,9,-12,0,0,15,0.9,-32,-1
N#Cc1cc(-c2ccccc2)oc1/N=C/c1ccccc1O,-241,7,18*,12,10,-0.5,-9,3
COc1ccc(OC)c(S(=O)(=O)Nc2ccc(-c3ccc4nncn4n3)cc2)c1,-64,1,1,-2,35,-0.8,-6,1
Cc1ccccc1-c1nn[nH]n1,18,-9,0,2,-2,1.9,-11,-3
Cc1cccc(NC(=O)c2ccc(C3SCC(=O)N3CCc3ccccc3)cc2)c1C (stereo unspecified),18,-11,2,-17,11,2.9,-10,5
N#CC(=C(O)CN1CCN(c2ccccc2F)CC1)c1nc(-c2ccccc2)cs1,33,/,-1,0,-34,9.1,/,-1
COc1ccc2cc(CN(CC3CCCO3)C(=S)Nc3ccccc3)c(=O)[nH]c2c1 (stereo unspecified),-1,1,-8,5,14,-3.6,0,-4
CC(=O)NC1=NN(C(C)=O)C(C)(c2ccco2)S1 (stereo unspecified),18,-8,-2,-5,11,-0.2,-11,-12
CC(=O)Nc1cccc(-c2nc3ccc(NC(C)=O)cc3s2)c1,-364,23,16*,-12,-5,1.6,26,2
Cc1ccc(S(=O)(=O)N2CCN(C(C)C(=O)NCC(C)c3ccccc3)CC2)cc1 (stereo unspecified),5,6,0,2,12,-1.1,-13,-4
CCOC(=O)C1=C(O)C(=O)N(Cc2ccccc2)CC1,4,10,-1,-2,12,2.3,2,-7
COc1ccc(Cc2nc3ccc(C(=O)NCC4CCOCC4)cc3o2)cc1OC,3,0,3,1,-5,-2.9,17,-3
CCOCCCNC(=O)CN1CCN(S(=O)(=O)c2ccc3c(c2)CCC3)CC1,14,-14,0,-1,8,-1.0,-9,0
CCc1ccccc1NC(=O)c1nnn(CC(=O)Nc2cccc(C)c2C)c1N,12,10,3,6,-9,-1.3,-3,-4
ClC1(Cl)CC1Cn1c(C2CC2)nc2ccccc21 (stereo unspecified),4,3,4,-2,14,-0.5,-2,-5
O=C(O)C1CCN(C(=O)c2ccccc2N2C(=O)[C@@H]3Cc4c([nH]c5ccccc45)C(c4cccc(Cl)c4)N3C2=O)CC1 (stereo partly specified),-11,-10,1,-14,9,0.2,2,0
O=C(O)c1ccc(NC(=O)c2ccc(Cl)cc2)c(NC(=O)c2ccc(Cl)cc2)c1,14,-8,-3,-2,-24,-0.2,18,3
O=C(c1cccc(C(=O)N2CCN(c3ccccc3F)CC2)c1)N1CCN(c2ccccc2F)CC1,22,0,1,0,-20,3.5,3,-6
CCCn1nc(C(=O)NNC(=O)CCCOc2ccc(OC)cc2)c2ccccc2c1=O,13,-12,0,-35,-5,-3.0,-26,-2
CCCC(=O)Oc1ccc(-c2nccc(C(OC)OC)n2)cc1,3,-6,2,-6,2,-2.2,-30,-7
CC(C)c1nc(C#N)c(NCCCn2ccnc2)o1,16,-5,-1,6,-9,-0.8,-8,4
Cc1ccc(-c2nnc(SCC(=O)N3CCCc4ccccc43)n2N)cc1,15,-11,-7,-2,2,-0.8,-20,-4
CC(C)(C)c1ccc(S(=O)(=O)NCC(=O)N2CCCC2)cc1,21,-3,2,-2,-6,-1.1,8,-4
Cc1ccc(/C(N)=N/OC(=O)c2ccc(C)cc2Cl)cc1,10,85*,197*,-3,19,0.4,80*,12
Cc1ccc(NC(=O)CSc2nnc(-c3cc(C)[nH]n3)n2N)c(C)c1,10,-15,0,1,-18,-1.9,-9,-1
Oc1ccc(Br)cc1CNc1cccc2cccnc12,-8,70*,6,9,72*,2.7,78*,40*
Cc1cc(C)n2ncc(C(=O)O)c2n1,-70,-2,-1,-2,-9,-0.5,16,1
CC(=O)c1ccc(NC(=O)CCC(=O)N2CC(C)Oc3ccc(C)cc32)cc1 (stereo unspecified),13,-13,0,8,-2,2.2,-1,0
COc1ccc(NC(=S)NCCN2CCC(C)CC2)cc1Cl,0,1,-1,0,58,1.5,-13,4
O=C(C(=O)N1CCN(c2ccccc2F)CC1)c1c[nH]c2ccccc12,-17,14,-4,-5,0,0.0,7,-4
CCOc1cc(CNCCO)cc(Br)c1OCc1cccs1,26,-10,1,4,2,93*,-19,-2
CCN1CC2([N+](=O)[O-])CC=C(OC)C([N+](=O)[O-])(C1)C2 (stereo unspecified),10,-10,0,2,-15,-2.0,-14,-9
O=C(CCNC(=O)c1ccccc1Cl)Nc1cc(C(F)(F)F)ccc1N1CCCC1,-4,10,-3,3,5,-0.5,-19,-5
CC(/C=C/c1ccccc1)=N\NC(=O)c1ccc(Br)cc1,12,-2,1,-2,1,-3.2,-7,-8
Cc1ccc(C(=O)N2CCCC(Nc3ccc(C(C)C)cc3)C2)cn1 (stereo unspecified),-3,-10,-3,32,5,-0.8,5,1
CN(C)CCCn1c(NC(=O)C2CCCCC2)nc2ccccc21,13,-21,2,-5,-3,-0.4,0,-12
CCCN(Cc1cc(=O)[nH]c2ccccc12)C(=O)CC,-29,4,0,7,-13,1.5,98*,21
CCOC(=O)c1ccc(NC(=O)CSc2nnc(CC)o2)cc1,-3,-2,2,5,27,-0.7,-6,-6
O=c1onc(-c2cccs2)n1Cc1ccccc1,-3,2,-2,-2,9,1.0,-2,-5
CCN1CCN(C2=C(NS(=O)(=O)c3ccc(NC(C)=O)cc3)C(=O)c3ccccc3C2=O)CC1,63*,26,15*,-2,30,-0.4,52*,10
COC(C[C@@H]1O[C@H]1[C@H](O)COCc1ccccc1)OC,5,12,0,5,-8,-0.4,-15,2
CC1(C)Cc2ccccc2C(=NC(Cc2c[nH]c3ccccc23)C(=O)O)N1 (stereo unspecified),12,-19,1,0,-2,-0.6,-3,-6
COc1c[nH]n(-c2ccccc2)c(=O)c1=O,16,-4,-2,3,-27,1.7,-33,0
FC(F)(F)c1ccc(/C=N/N2CCN(Cc3cccc4ccccc34)CC2)cc1,8,14,2,2,4,0.8,4,1
Cc1ccc(C)c(NC(=O)c2nnn(Cc3ccccc3C)c2N)c1,10,2,0,25,22,4.1,0,-1
CCCN1C(=O)c2[nH]nc(-c3cc(Cl)c(C)cc3O)c2C1c1ccc(O)c(OC)c1 (stereo unspecified),-10,5,-9,-10,-8,7.2,-5,1
Cc1ccc(NC(=O)N2CCC(C(=O)NCCC3=CCCCC3)CC2)cc1,2,-6,2,-6,-3,0.5,-14,-7
O=S(=O)(Nc1ccccc1)c1cccc2nsnc12,13,4,3,2,4,1.4,-6,7
CCCCCCCN1CCN=C1N(C)C,12,-1,2,3,-4,0.9,11,-4
O=C1CCCc2cc(S(=O)(=O)N3CCC(C(=O)NCc4ccccc4)CC3)ccc2N1,9,-13,0,2,-10,-1.8,-2,-15
Cc1csc(NC(=O)c2ccc(Cl)nc2)n1,15,6,0,1,-7,0.5,-1,0
COc1ccc(NC(=O)c2cc(C)n(Cc3cccs3)c2C)cc1,7,-2,1,-9,12,3.1,2,4
O=C1C(=O)N(CCN2CCOCC2)C(c2ccc([N+](=O)[O-])cc2)/C1=C(/O)c1ccc2c(c1)OCO2 (stereo unspecified),7,-5,2,2,9,-0.1,-8,-4
CCOC(=O)Cc1cc(=O)n2[nH]cc(-c3ccc(Cl)cc3)c2n1,-434,-5,0,4,-17,-1.4,-2,3
O=C1CN(C(=O)COc2ccc(F)cc2Cl)c2ccccc2N1,14,-8,-2,5,-7,-1.8,-8,10
# Additional results
SMILES,SENP8 block,SENP7 block,NR3A LBD binder,ATG4B inh,PfGluPho inh,MPTP inh,SENP6 block,HKDC1 inhibitor
CC(=O)c1ccc(S(=O)(=O)N2CCN(c3nn(C)c(=O)n(C)c3=O)CC2)cc1,-7,2,4,-3,11,-0.1,4,-5
COc1ccc(N(CC(=O)NCCc2ccccc2)C(=O)CCC(=O)Nc2nccs2)cc1,8,2,-3,-14,-4,1.2,16,-5
c1coc(Cn2c(SCc3nc4ccccc4[nH]3)nnc2-c2cnccn2)c1,-218,-1,-3,-8,29,0.8,-4,-1
COc1ccc(C=NNC(=S)Nc2ccc(F)cc2)cc1OC,7,/,-1,-1,-9,0.8,/,-1
C=CCOc1cccc(C2/C(=C(\O)c3ccc4c(c3)OCCO4)C(=O)C(=O)N2Cc2cccnc2)c1 (stereo unspecified),-6,16,0,-2,-22,-0.1,-5,4
Cn1c(CO)cnc1SCc1ccc(Cl)cc1,14,6,1,2,52,-0.8,2,-7
CC(=O)C(C)Oc1cc(C)cc2oc(=O)c(C)c(C)c12 (stereo unspecified),-283,-9,-1,-3,-8,-0.7,-7,-1
CCOC(=O)C1=C(CSc2nc(CC)c(C)cc2C#N)OC(N)=C(C#N)C1c1ccccc1 (stereo unspecified),-351,2,-4,10,26,0.8,4,3
Cc1cc2oc(C(=O)Nc3ccc(S(=O)(=O)Nc4onc(C)c4C)cc3)cc(=O)c2cc1Cl,31,-4,-3,5,-31,1.7,-4,24
Cn1c(CCNC(=O)c2cccs2)n[nH]c1=S,19,-13,-7,1,11,5.9,-9,-7
Cc1cc(NC(=O)COC(=O)CNS(=O)(=O)c2c(F)cc(F)cc2Br)no1,0,4,2,-6,13,-1.1,2,-7
Cn1ncc(Oc2ccc([N+](=O)[O-])cc2)c(Cl)c1=O,7,-2,2,0,14,1.2,-7,-6
CCOC(=O)N1CCC(NC(=O)c2cc(COc3ccccc3SC)on2)CC1,7,2,7,0,-7,-0.5,2,-3
CC1=CC2=NC(=O)/C(=C\c3cccn3CCOc3cccc(C)c3)C(=N)N2O1,8,3,-4,-2,7,3.2,12,1
COc1ccccc1C(=O)NNC(=O)c1ccc(NC(=O)CC(C)C)cc1,15,1,-5,-5,-19,0.0,-5,-1

# Six entries from above in another layout.
SENP8 block | SENP7 block | NR3A LBD binder | ATG4B inh | PfGluPho inh | MPTP inh | SENP6 block | HKDC1 inhibitor | compound
14 | 6 | 1 | 2 | 52 | -0.8 | 2 | -7 | Cn1c(CO)cnc1SCc1ccc(Cl)cc1
7 | -2 | 2 | 0 | 14 | 1.2 | -7 | -6 | Cn1ncc(Oc2ccc([N+](=O)[O-])cc2)c(Cl)c1=O
-218 | -1 | -3 | -8 | 29 | 0.8 | -4 | -1 | c1coc(Cn2c(SCc3nc4ccccc4[nH]3)nnc2-c2cnccn2)c1
-6 | 16 | 0 | -2 | -22 | -0.1 | -5 | 4 | C=CCOc1cccc(C2/C(=C(\O)c3ccc4c(c3)OCCO4)C(=O)C(=O)N2Cc2cccnc2)c1 (stereo unspecified)
8 | 3 | -4 | -2 | 7 | 3.2 | 12 | 1 | CC1=CC2=NC(=O)/C(=C\c3cccn3CCOc3cccc(C)c3)C(=N)N2O1
-7 | 2 | 4 | -3 | 11 | -0.1 | 4 | -5 | CC(=O)c1ccc(S(=O)(=O)N2CCN(c3nn(C)c(=O)n(C)c3=O)CC2)cc1
